High-throughput results as filed in PubChem.
TRHR ag: TRH receptor (human) agonism | P34981 | TRHR cells, calcium flux fluo-8, FDSS agonist mode | activation, % at 2 µM | 360,000 compounds, 0.18% hits; in the data active = activation above about 30%; note: 0% is about no effect
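TRHR-expressing cells loaded with fluo-8 calcium dye; 23 nL library compound pin-transferred, kinetic FDSS fluorescence (Ex 480/Em 530) recorded about 180 s for agonist-induced calcium release, before a 10 nM TRH EC20 addition for potentiator mode.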
BLM helicase inh: blocks DNA unwinding by human BLM helicase. P54132. recombinant BLM DNA unwinding, fluorescence dequenching. Potency, µM (top dose mostly 56.1 µM), inactives show at the highest dose activity change, negative = inhibition, hits mostly inhibitors. 350,000 compounds, 0.2% hits. AID 2528;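 note: potency is the fitted concentration of half-maximal effect; plate controls were vehicle for no effect and no enzyme for full effect; nearly all actives have a fitted effect of over 35% in size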
Apoferritin bind: binds horse apoferritin like a general anesthetic; P02791; apoferritin/1-aminoanthracene competitive binding, fluorescence; Potency, µM (doses to about 77.5 µM), for inactives: at the top dose activity change, negative = displacement, hits mostly inhibitors; 350,000 compounds, 0.074% hits; AID 485281; note: potency is the fitted concentration of half-maximal effect; % is set by controls: 0 for no effect and ±100 for the full control effect; nearly all actives have a fitted effect of over 20% in size
Target sequence (P02791 2-175 limits assumed): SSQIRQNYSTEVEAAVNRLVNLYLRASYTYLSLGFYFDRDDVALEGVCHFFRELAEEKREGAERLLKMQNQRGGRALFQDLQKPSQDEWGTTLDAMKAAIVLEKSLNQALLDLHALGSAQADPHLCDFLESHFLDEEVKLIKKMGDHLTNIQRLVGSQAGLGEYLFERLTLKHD
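Read-out: endpoint 1-AMA fluorescence, excitation 380 nm and emission 535 nm, after compounds sit 10 min at room temperature with 10 uM horse-spleen apoferritin in 50% saturated 1-AMA/PBS. Values come from four-parameter Hill fits.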
Pol beta inh: blocks human DNA polymerase beta activity | Pol beta primer extension/strand displacement, fluorescence kinetic | Potency, µM (series often up to 114 µM), for inactives: top-dose activity change, negative = inhibition, most hits filed as inhibitors | 340,000 compounds, 1.3% hits | AID 485314; note: potency is the fitted concentration of half-maximal effect; % is set by controls: 0 for no effect and ±100 for the full control effect
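Homogeneous kinetic assay of primer extension and strand displacement by 10 nM Pol beta, preincubated 15 min at room temperature with compound before 50 nM substrate (final) was added. Read at 0 and 10 min; four-parameter Hill fit.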
ALOX12 inh: blocks human arachidonate 12S-lipoxygenase. P18054. purified 12hLO, xylenol orange hydroperoxide absorbance. Potency, µM (titrated, usually from 108 µM), inactives show top-dose activity change, negative = inhibition, most hits filed as inhibitors. 580,000 compounds, 1.1% hits. AID 1671190; note: potency is the fitted concentration of half-maximal effect; % is set by controls: 0 for no effect and ±100 for the full control effect
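Purified human 12hLO at 150 nM in 25 mM Hepes, 0.01% Triton X-100, pH 7.0, preincubated 15 min at room temperature with compound. Reaction started with 40 uM arachidonic acid, 30 min at room temperature. Hydroperoxide measured by Fe-xylenol orange, 573/405 nm absorbance ratio.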
APEX1 inh: blocks human APE1 abasic DNA cleavage | AID 2517 | 350,000 compounds, 0.35% hits | P27695 | Potency, µM (titrated, usually from 65.8 µM), for the others: top-dose activity change, negative = inhibition, actives largely listed as inhibitors | recombinant APE1, TAMRA/BHQ-2 abasic DNA cleavage fluorescence;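 note: potency is the fitted concentration of half-maximal effect; plate controls were vehicle for no effect and reference inhibitor for full effect; nearly all actives have a fitted effect of over 55% in size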
Target sequence (P27695 whole entry, looked up): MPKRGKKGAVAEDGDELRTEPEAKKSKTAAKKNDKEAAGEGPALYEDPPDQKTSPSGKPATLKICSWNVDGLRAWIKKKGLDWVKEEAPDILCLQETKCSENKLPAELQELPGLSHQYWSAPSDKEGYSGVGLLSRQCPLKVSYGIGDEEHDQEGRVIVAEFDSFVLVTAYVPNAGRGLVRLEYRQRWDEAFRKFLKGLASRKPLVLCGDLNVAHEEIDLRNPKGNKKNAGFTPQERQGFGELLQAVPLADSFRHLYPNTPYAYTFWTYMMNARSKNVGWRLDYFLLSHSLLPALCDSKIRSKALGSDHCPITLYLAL
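Incision of a quenched TAMRA/BHQ-2 THF abasic-site duplex (50 nM) by 0.75 nM APE1, after 15 min compound preincubation, measured as fluorescence increase over three 60 s reads. Values normalized to buffer, DMSO and NSC13755 control wells.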
Pol kappa inh: blocks human DNA polymerase kappa activity. 400,000 compounds, 0.53% hits. AID 588579. purified Pol kappa, fluorescent DNA synthesis assay, 10 min. Q9UBT6. Potency, µM (series often up to 107 µM), for the others: at the highest dose activity, negative = inhibition, most hits filed as inhibitors; note: potency is the fitted concentration of half-maximal effect; % is set by controls: 0 for no effect and ±100 for the full control effect
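Kinetic fluorescence screen: compound preincubated 15 min RT with 10 nM enzyme; 50 nM substrate (final) initiates; reads at 0/10 min.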
ERG-DNA inh: inhibitors of human ERG Ets domain-DNA interaction | P11308 | Potency, µM (highest dose often 76.9 µM), inactives show at the highest dose FP activity, negative = inhibition, most hits filed as inhibitors | fluorescence polarization, His-ERG Ets domain / labelled DNA | 370,000 compounds, 0.028% hits; active = well fitted inhibition curve with a large enough effect in the polarisation, with a control signal flat; inconclusive = small, poorly fitted or top-dose-only effect, or effect the other way, or a change in a side signal; inactive = no such curve, though single readings can be large or run the other way; the % refers to the polarisation;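 note: polarization taken with two DNA probes labelled with fluorescein and Texas red; potency is the fitted concentration of half-maximal effect; % of control where 0% means no effect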
Target sequence (P11308 whole entry, looked up, the tested form may be a part): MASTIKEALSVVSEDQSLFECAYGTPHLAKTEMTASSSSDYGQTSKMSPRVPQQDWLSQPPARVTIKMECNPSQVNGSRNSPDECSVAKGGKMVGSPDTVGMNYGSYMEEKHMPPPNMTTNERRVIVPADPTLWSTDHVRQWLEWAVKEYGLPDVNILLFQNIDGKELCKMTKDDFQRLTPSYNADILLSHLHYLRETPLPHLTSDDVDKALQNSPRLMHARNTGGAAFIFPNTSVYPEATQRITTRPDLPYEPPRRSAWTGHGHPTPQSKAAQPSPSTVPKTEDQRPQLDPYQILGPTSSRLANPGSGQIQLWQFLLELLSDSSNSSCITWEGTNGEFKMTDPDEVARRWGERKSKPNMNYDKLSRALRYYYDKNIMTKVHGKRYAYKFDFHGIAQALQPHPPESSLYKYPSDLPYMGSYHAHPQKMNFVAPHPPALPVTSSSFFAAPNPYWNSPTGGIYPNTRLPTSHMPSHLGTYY
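His-tagged ERG Ets domain (1 uM in the protein solution; 300mM KCl, 50mM Tris-HCl, 1mM EDTA, 1mM DTT, pH 7.5) received compound, then a probe mix of 5 nM fluorescein-DNA and 100nM Texas-615-DNA. Fluorescence polarization was read for both dyes.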
Pol iota inh: blocks human DNA polymerase iota activity; Q9UNA4; Pol iota fluorescent replication assay, 10 min; Potency, µM (titrated, usually from 115 µM), for inactives: at the top dose activity, negative = inhibition, usual class: inhibitors; 390,000 compounds, 1% hits; AID 588590; note: potency is the fitted concentration of half-maximal effect
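Fluorescent replication assay read twice, at 0 min and 10 min after adding 50 nM (final) substrate. Enzyme (10 nM) and compounds were first incubated 15 min at room temperature; enzyme-free buffer wells were negative controls.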
Numbers without * were called inactive; u = inconclusive; x = not tested or not shown; & = joins results of further samples; [ ] = another dose, or the depositor's remark. Unless noted, calls come from the whole dose curve; as a rule, active = well fitted curve in the direction sought with a large enough effect; inconclusive = small, poorly fitted or top-dose-only effect, or another doubt; inactive = no such curve, though single readings can be large; an effect the other way counts as inactive or inconclusive. This is a subset (hit frequency here may not be typical).

SMILES	TRHR ag	BLM helicase inh	Apoferritin bind	Pol beta inh	ALOX12 inh	APEX1 inh	Pol kappa inh	ERG-DNA inh	Pol iota inh
CC(=O)N1CCN(C(=O)c2cc(-c3ccc(Cl)s3)nc3ccccc23)CC1	0.4	x	x	x	u	6%	9%	25%	29%
COc1cc(NC(=O)Cn2cnc(C(=O)Nc3ccc(C)c(C)c3)n2)cc(OC)c1OC	x	x	x	x	u	0%	-3%	11%	u
COc1cc(C2N(c3cc(C)on3)C(=O)C3CCCN32)cc(OC)c1OC (stereo not drawn)	0.1	1%	-11%	28%	u	1%	-10%	1%	-7%
Clc1ccc(C2=Nn3c(nnc3-c3cccnc3)SC2)s1	-0.7	0%	-8%	26%	4%	-4%	4%	1%	14%
CC(C)NC(=O)C1CCC(Cn2c(=O)c3sccc3n(CC(=O)Nc3ccccc3)c2=O)CC1 (stereo not drawn)	0.2	-2%	-4%	0%	-10%	x	14%	-3%	-4%
Cc1nc(SCC(=O)Nc2ccnc3ccccc23)n[nH]1	0.4	2%	0%	0%	-4%	2%	-3%	6%	5%
O=S(=O)(Cc1ccccc1Cl)NCc1ccccc1	-0.6	2%	u	1%	4%	3%	-10%	3%	13%
Cc1ccc(Nc2nc(C)cc(C)n2)c(C(=O)O)c1	-0.3	-1%	-1%	26%	-16%	x	-5%[60.1 µM]	-5%	14%
C/C(=N\NC(=S)Nc1ccccc1C)C1Cc2ccccc2C(=O)O1 (stereo not drawn)	-1.0	-5%	0%	11%	u	-3%	-1%	12%	20%
CCOC(=O)c1sc(NC(=O)c2cc(-c3ccc(C)cc3)nc3ccccc23)c(C#N)c1C	3.0	-2%	-9%	-5%	u	-9%	-17%	-5%	10%
CCCCCCc1cc2cc(C(=O)Nc3cccc(OC)c3)c(=O)oc2cc1O	7.2	-1%	-11%	-35%	8%	15%	-4%	52%[activator]	25%
CCCN1CCC(NC23CC4CC(CC(C4)C2)C3)CC1	2.2	2%	-11%	17%	x	12%	x	x	x
Cc1ccnc(SCC(=O)c2ccc(Br)s2)n1	-0.7	-3%	u	-27%	-16%	-3%	1%	-13%	56%[activator]
Cn1cc(SCC(=O)Nc2nccs2)c2ccccc21	-0.1	-1%	-2%	11%	u	18%	-11%	5%	-26%
CCn1c(SCC(=O)c2ccc(NS(=O)(=O)c3ccccc3)cc2)nnc1-c1cccs1	-0.7	1%	u	u	-13%	-2%	1%	-6%	-2%
CC(C)n1nnc2c(=O)oc3ccccc3c21	-0.4	3%	-13%	29%	-13%	-1%	-6%	1%	15%
O=C(C1=C(O)C(=O)N(CCc2ccccc2)C1c1cccs1)c1ccco1 (stereo not drawn)	-0.6	-3%	-16%	15%	u	-15%	-4%	0%	44%[activator]
Cc1c(C)c(C)c(S(=O)(=O)N2CCC3(CC2)OCCO3)c(C)c1C	0.3	-6%	-15%	5%	-1%	-4%	-3%	14%	-8%
CCCn1cc(CN2CCC(n3nccc3NC(=O)c3ccc4c(c3)OCO4)CC2)c(C)n1	0.0	-9%	1%	-11%	-2%	2%	0%	-3%	35%[activator]
Cc1ccc(C23CC4CC(CC(C(=O)OCC(=O)NC5CCS(=O)(=O)C5)(C4)C2)C3)cc1 (stereo not drawn)	0.0	-1%	-9%	25%	16%	0%	-6%	-1%	-8%

Compounds from the list above containing two or more sulfur atoms, in the order listed:
SMILES	TRHR ag	BLM helicase inh	Apoferritin bind	Pol beta inh	ALOX12 inh	APEX1 inh	Pol kappa inh	ERG-DNA inh	Pol iota inh
Clc1ccc(C2=Nn3c(nnc3-c3cccnc3)SC2)s1	-0.7	0%	-8%	26%	4%	-4%	4%	1%	14%
Cc1ccnc(SCC(=O)c2ccc(Br)s2)n1	-0.7	-3%	u	-27%	-16%	-3%	1%	-13%	56%[activator]
Cn1cc(SCC(=O)Nc2nccs2)c2ccccc21	-0.1	-1%	-2%	11%	u	18%	-11%	5%	-26%
CCn1c(SCC(=O)c2ccc(NS(=O)(=O)c3ccccc3)cc2)nnc1-c1cccs1	-0.7	1%	u	u	-13%	-2%	1%	-6%	-2%

Back to the main list with the 3 entries that preceded the break.
SMILES	TRHR ag	BLM helicase inh	Apoferritin bind	Pol beta inh	ALOX12 inh	APEX1 inh	Pol kappa inh	ERG-DNA inh	Pol iota inh
Cc1c(C)c(C)c(S(=O)(=O)N2CCC3(CC2)OCCO3)c(C)c1C	0.3	-6%	-15%	5%	-1%	-4%	-3%	14%	-8%
CCCn1cc(CN2CCC(n3nccc3NC(=O)c3ccc4c(c3)OCO4)CC2)c(C)n1	0.0	-9%	1%	-11%	-2%	2%	0%	-3%	35%[activator]
Cc1ccc(C23CC4CC(CC(C(=O)OCC(=O)NC5CCS(=O)(=O)C5)(C4)C2)C3)cc1 (stereo not drawn)	0.0	-1%	-9%	25%	16%	0%	-6%	-1%	-8%
O=C(O)c1ccc(NC2OC[C@@H](O)[C@H](O)[C@H]2O)cc1 (stereo partly drawn)	0.1	x	x	x	u	-39%&-3%	0%	4%	-25%
CCOC(=O)c1ccc(NC(=S)NCc2ccc(S(N)(=O)=O)cc2)cc1	0.3	-3%	-5%	31%	-2%	15%	3%	-3%	6%
Cc1ccc(S(=O)(=O)NCCc2ccncc2)cc1[N+](=O)[O-]	2.0	0%	7%	39%	19%	20%	1%	-8%	22%
COCCn1nnnc1C(c1cc(OC)ccc1OC)N1CCc2ccccc2C1 (stereo not drawn)	0.7	-5%	-22%	3%	u	-3%	-3%	-2%	4%
Cc1ccccc1CN1C(=O)c2ccccc2S(=O)c2ccc(C(=O)NCc3ccccc3)cc21 (stereo not drawn)	-0.1	-8%	-14%	2%	u	x	-8%[60.1 µM]	-3%	28%
C=C(C)C(=O)Nc1cccc(C2=NOC3(C2)C[C@@H](C(N)=O)N(C(=O)CC(c2ccccc2)c2ccccc2)C3)c1 (stereo partly drawn)	-0.5	-21%	2%	13µM*	-16%	u	35µM*	3%	u
O=C(Nc1nnc(-c2ccccc2)o1)c1cc(-c2cccs2)nc2ccccc12	0.9	-7%	-10%	16%	-30%	11%	-19%	-12%	5%
COc1cccc(-c2cc(C(=O)NCCc3ccc(C)cc3)[nH]n2)c1	-1.0	-3%	105%[activator]	3%	3%	x	-17%	4%	12%
COc1ccc(/C=C2\SC(=S)N(CC(=O)OCC(=O)Nc3ccc(C)cc3Cl)C2=O)cc1	0.0	-6%	-8%	1%	0%	-1%	-5%	28%	-12%
Cc1ccsc1/C=C(\C#N)C(=O)NCCCN1CCOCC1	0.1	2%	-9%	13%	1%	9%	7%	7%	43%[activator]
CC(C)(C)c1ccc(S(=O)(=O)c2cn(CC(=O)Nc3ccccc3)c3ccccc3c2=O)cc1	1.2	-5%	u	22%	-13%	x	4%	-2%	27%
CCC(C)NC(=O)c1ccc2nc(CCc3ccccc3)oc2c1 (stereo not drawn)	-0.6	-1%	-10%	10%	-14%	x	-1%[60.1 µM]	2%	-15%
O=C1[C@@H]2Cc3c([nH]c4ccccc34)CN2C(=O)CN1CCCO	-0.1	-4%	0%	13%	30%	28%	14%	-10%	17%
Cc1nn(-c2ccccc2)c(N2CCCC2)c1C=O	-0.1	-1%	-7%	-2%	16%	-5%	3%	-1%	38%
O=C1Nc2ccc(Br)cc2C1=Nc1ccc(-c2nnc3n2CCCCC3)cc1	0.4	-10%	-11%	-2%	x	-1%	x	x	x
CCCCNc1ccc(S(N)(=O)=O)cc1[N+](=O)[O-]	-0.6	-7%	-2%	u	x	-7%	x	x	x
CN(C)S(=O)(=O)c1ccc(C(=O)Nc2cc3c(cc2C(=O)O)OCCCO3)cc1	0.5	0%	-10%	-4%	-5%	31%	-9%	-3%	54%[activator]
COC(=O)C(C(=O)OC)C(C[N+](=O)[O-])c1ccc(OC)cc1 (stereo not drawn)	-0.8	0%	-8%	26%	-20%	2%	-6%	0%	11%
CCC1CCCCN1C(=O)CSc1nnc(N)s1 (stereo not drawn)	x	x	x	x	2%	22%	-4%	0%	4%
COc1ccc(CCN(C)C(=O)Cc2ccc(-c3ccccc3)cc2)cc1OC	0.5	-3%	-18%	-1%	-13%	10%[12.4 µM]	-11%	-6%	-13%
CCOc1ccc(C(=O)C(CN2CCOCC2)c2ccccc2)cc1 (stereo not drawn)	-0.1	-3%	-6%	7%	-18%	1%	-3%	x	u
COc1cccc(CC2(CO)CCCN(Cc3ccc(-c4ccco4)cc3)C2)c1 (stereo not drawn)	0.5	-3%	-22%	-27%	-22%	-6%	-24%	-1%	74%[activator]
COc1ccc2nc(/N=C\N(C)C)sc2c1	-0.2	-1%	-4%	27%	u	-6%	-20%	-2%	19%
CCC(CO)Oc1cc(NC(=O)c2cccc(Cl)c2)c2ncn(C(C)C)c2c1 (stereo not drawn)	0.1	x	x	x	-21%	9%	9%	-1%	u
O=C(CSc1nncn1-c1cccnc1)Nc1cccc([N+](=O)[O-])c1	0.2	-2%	15%	0%	-17%	53%	-1%	4%	112%[activator]
CCN(CC)CCNC(=O)c1ccc(NC(=O)c2c(C)nn(-c3ccc(F)cc3)c2Cl)cc1	1.1	-4%	-14%	90%	-23%	34%	1%	8%	18%
CC(=O)N1CCCc2cc(S(=O)(=O)N(C)CCC#N)ccc21	0.3	-1%	-4%	-16%	32%[activator]	-5%	-3%	2%	9%
